ELG1 genotoxic: qHTS screen for small molecules that induce genotoxicity in human embryonic kidney (HEK293T) cells expressing luciferase-tagged ELG1. Potency, µM (highest dose often 46 µM), for the others: top-dose activity change, positive = activation, actives largely listed as activators. 1.3% of 330,000 active. HEK293T ELG1-luciferase reporter, luminescence, 16 h; further: % of control where 0% means no effect; nearly all actives have a fitted effect of over 60% in size
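Cells (2,000/well) expressing the ELG1-luciferase fusion are dosed by pin tool and kept 16 hr at 37 °C, 5% CO2. Signal comes from ONE-Glo luciferase reagent after 30 min at room temperature.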
Rab9 prom act: qHTS Assay for Rab9 Promoter Activators | 2.8% of 320,000 active | AID 485297, 2010 | Potency, µM (highest dose often 9.22 µM), inactives show at the top dose activation, negative = inhibition, hits mostly activators | Huh7 Rab9 promoter-luciferase reporter, luminescence, 24 h; further: % of control where 0% means no effect; nearly all actives have a fitted effect of over 60% in size
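Luciferase signal after 10 min detection reagent at ambient indicates Rab9 promoter upregulation; stably transfected Huh7 cells were treated 24 h with compound in DMSO at 37 °C, 5% CO2.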
NPC1 prom act: qHTS Assay for NPC1 Promoter Activators; Huh7 NPC1 promoter luciferase reporter, 24 h; Potency, µM (doses to about 9.22 µM), without a hit: top-dose activation, hits mostly activators; 2.4% of 320,000 active;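 further: % of control where 0% means no effect; nearly all actives have a fitted effect of over 60% in size; reporter is driven by a mutant NPC1 promoter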
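Compounds in DMSO were transferred onto Huh7 NPC1-luciferase reporter cells pre-incubated 2 h; after 24 h at 37 °C, Amplite reagent was dispensed and luminescence recorded 10 min later.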
VP16 counter: VP16 counterscreen qHTS for inhibitors of ROR gamma transcriptional activity. Drosophila S2 Gal4-VP16 UAS-luciferase, luminescence, 20 h. Potency, µM (series often up to 53.6 µM), inactives show at the highest dose activity, negative = inhibition, hits mostly inhibitors. 3.5% of 310,000 active. AID 2546, 2010;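 further: Gal4-VP16 expression switched on by copper sulfate through the metallothionein promoter; on the % scale 0 is the no-effect control and ±100 the full control effect; nearly all actives have a fitted effect of over 50% in size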
p53 reactivator: qHTS assay for re-activators of p53 using a Luc reporter; Potency, µM (series often up to 92.2 µM), for inactives: top-dose activity change, positive = activation, most hits filed as activators; AID 504706, 2011; H1299 p53-A138V BP100-luciferase reporter, luminescence, 24 h; 0.063% of 320,000 active; further: % of control where 0% means no effect; nearly all actives have a fitted effect of over 45% in size
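p53-null H1299 cells stably carrying temperature-sensitive p53-A138V and a BP100-luciferase reporter were pinned with compounds (4-point, 1:5 series) and held 24 hrs at 37 deg C. Luminescence was read 10 min after detection reagent.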
MBNL1-CUG inh: qHTS Assay for Inhibitors of MBNL1-poly(CUG) RNA binding | Potency, µM (titrated, usually from 57.5 µM), without a hit: at the top dose activity change, negative = inhibition, usual class: inhibitors | AID 2675, 2010 | 0.036% of 280,000 active | TR-FRET MBNL1-His/biotin-(CUG)12 binding, 665/545 ratio | Muscleblind-like protein 1 (Homo sapiens), Q9NR56; active means well fitted inhibition curve with a large enough effect in the signal ratio, with a control signal flat, not every such curve was filed as active; inconclusive means small, poorly fitted or top-dose-only effect, or effect the other way, or a change in a side signal; inactive means no such curve, though single readings can be large or run the other way; the % refers to the signal ratio; further: on the % scale 0 is the no-effect control and ±100 the full control effect
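Inhibition of protein-RNA binding appears as loss of TR-FRET between terbium anti-His antibody on MBNL1-His and streptavidin-XL665 on biotin-(CUG)12. Activity is normalized to buffer-only and uninhibited-complex controls.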
FLuc modulator: qHTS profiling assay for firefly luciferase inhibitor/activator using purifed enzyme and Km concentrations of substrates (counterscreen for miR-21 project). purified FLuc, Km substrates, luminescence inhibition. Potency, µM (doses to about 57.5 µM), for inactives: top-dose activity change, negative = inhibition, most hits filed as inhibitors. 6.9% of 360,000 active. AID 588342, 2011;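 further: plate controls were vehicle for no effect and reference inhibitor for full effect; nearly all actives have a fitted effect of over 55% in size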
Target sequence (P08659 whole entry, looked up): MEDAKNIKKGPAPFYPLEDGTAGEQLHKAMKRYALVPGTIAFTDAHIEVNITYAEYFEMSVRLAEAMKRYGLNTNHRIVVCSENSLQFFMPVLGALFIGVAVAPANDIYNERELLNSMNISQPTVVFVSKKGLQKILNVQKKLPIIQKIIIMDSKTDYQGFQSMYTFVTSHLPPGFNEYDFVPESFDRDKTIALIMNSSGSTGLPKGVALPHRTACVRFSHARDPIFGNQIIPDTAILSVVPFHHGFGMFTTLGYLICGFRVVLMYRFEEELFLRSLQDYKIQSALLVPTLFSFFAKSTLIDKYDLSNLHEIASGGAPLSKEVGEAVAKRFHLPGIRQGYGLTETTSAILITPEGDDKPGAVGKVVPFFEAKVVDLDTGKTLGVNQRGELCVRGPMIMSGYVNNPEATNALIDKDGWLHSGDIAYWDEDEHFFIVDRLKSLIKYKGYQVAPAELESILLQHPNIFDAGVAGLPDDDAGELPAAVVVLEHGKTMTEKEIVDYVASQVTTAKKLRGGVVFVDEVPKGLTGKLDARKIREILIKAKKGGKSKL
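Purified P. pyralis luciferase, 10 nM final, with Km-level 10 uM D-luciferin and 10 uM ATP in 50 mM Tris acetate pH 7.5, 10 mM Mg acetate, 0.01% Tween-20, 0.05% BSA; 6-point qHTS titration about 60 µM downward; luminescence read.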
BRCA1 expr act: qHTS Assay to Identify Small Molecule Activators of BRCA1 Expression; MCF7-BRCA1-FFLuc reporter, luminescence, 48 h; response scale: scaled: vehicle 0%, 10 µM genistein 100%; Potency, µM (doses to about 46.1 µM), without a hit: at the top dose activation, most hits filed as activators; 1.1% of 380,000 active; AID 624202, 2012; further: nearly all actives have a fitted effect of over 80% in size; some results filed as inactive show a strong effect at the top dose
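Using MCF7 cells harboring a BRCA1 firefly luciferase reporter, plated 2 h before compound pinning, the screen measured luminescence after 48 h incubation. Responses were normalized to DMSO and 10 microM genistein, then fitted for concentration-effect.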
uPA surface inh: qHTS for Inhibitors of Cell Surface uPA Generation; cell surface uPA generation assay, qHTS; Potency, µM (doses to about 38.3 µM), without a hit: at the highest dose activity change, negative = inhibition, usual class: inhibitors; 0.31% of 330,000 active; active means well fitted inhibition curve with a large enough effect; inconclusive means small, poorly fitted or top-dose-only effect; inactive means no such curve, though single readings can be large or run the other way; tested in mouse RAW 264.7 cells; further: on the % scale 0 is the no-effect control and ±100 the full control effect; nearly all actives have a fitted effect of over 55% in size
CXXC DNA block: qHTS Fluorescence Polarization Assay for Inhibitors of MLL CXXC domain - DNA interaction; MLL-CXXC / FITC-HOXA9 DNA fluorescence polarization; 0.037% of 290,000 active; Potency, µM (highest dose often 115 µM), for the others: top-dose activity change, negative = inhibition, actives largely listed as inhibitors; active means well fitted inhibition curve with a large enough effect in the polarisation, with a control signal flat, not every such curve was filed as active; inconclusive means small, poorly fitted or top-dose-only effect, or effect the other way, or a change in a side signal; inactive means no such curve, though single readings can be large or run the other way; the % refers to the polarisation
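Steps: dispense CXXC domain solution (7 uM) → pin compounds or unlabeled HOX-A9 DNA control → 5 min ambient → add FLSN-HOX-A9 solution (50 nM) → spin → 30 min ambient → fluorescence polarization. Tris pH 7.5/NaCl/DTT/BSA buffer.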
RORg inh: qHTS for inhibitors of ROR gamma transcriptional activity. Drosophila S2 Gal4-RORgamma UAS-luciferase reporter, 20 h. 5.4% of 310,000 active. Potency, µM (series often up to 53.6 µM), inactives show top-dose activity change, negative = inhibition, most hits filed as inhibitors. Nuclear receptor ROR-gamma (Mus musculus), P51450; further: on the % scale 0 is the no-effect control and ±100 the full control effect; nearly all actives have a fitted effect of over 60% in size
Target sequence (P51450 whole entry, looked up, the tested form may be a part): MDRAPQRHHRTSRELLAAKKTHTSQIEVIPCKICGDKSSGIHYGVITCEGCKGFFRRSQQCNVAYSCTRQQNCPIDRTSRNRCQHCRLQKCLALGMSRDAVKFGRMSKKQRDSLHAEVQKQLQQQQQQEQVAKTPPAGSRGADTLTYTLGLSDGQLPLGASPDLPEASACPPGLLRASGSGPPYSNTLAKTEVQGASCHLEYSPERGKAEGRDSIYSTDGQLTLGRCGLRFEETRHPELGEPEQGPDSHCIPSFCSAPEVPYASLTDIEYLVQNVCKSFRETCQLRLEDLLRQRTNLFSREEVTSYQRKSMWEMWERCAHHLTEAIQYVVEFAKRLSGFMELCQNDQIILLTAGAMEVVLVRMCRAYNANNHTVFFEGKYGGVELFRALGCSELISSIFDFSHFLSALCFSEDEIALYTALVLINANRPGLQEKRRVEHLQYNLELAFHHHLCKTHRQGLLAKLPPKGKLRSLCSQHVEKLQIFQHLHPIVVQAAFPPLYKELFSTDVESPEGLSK
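Using a luciferase readout, inhibitors were identified by reduced reporter activity in Drosophila cells coexpressing a copper-inducible Gal4–ROR gamma fusion and UAS-driven Photinus luciferase, incubated 20 hr after 700 uM copper sulfate.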
* hit, by the source's call; ? = inconclusive; . = not tested or not shown; & = joins results of further samples; [ ] = dose if it differs, or a comment. Unless noted, the call rests on the fitted dose curve; in most records, active means well fitted curve in the direction sought with a large enough effect; inconclusive means small, poorly fitted or top-dose-only effect, or another doubt; inactive means no such curve, though single readings can be large; an effect the other way counts as inactive or inconclusive. Potency means the concentration at half of the fitted maximal effect. Some of the compounds tested; the hit share may differ from the screen's.

molecule,FLuc modulator,MBNL1-CUG inh,VP16 counter,CXXC DNA block,BRCA1 expr act,uPA surface inh,Rab9 prom act,ELG1 genotoxic,NPC1 prom act,RORg inh,p53 reactivator
CCOc1ccc(N(CC(=O)Nc2nccs2)S(=O)(=O)c2c(C)[nH]c(=O)[nH]c2=O)cc1,-11%,-15%,1%,-11%,3%,10%,2%,1%,0%,25%,7%
COc1ccc(-c2nnc(-c3cccs3)o2)cc1OC,8.5µM*,18%,.,-3%,5µM*,.,3.2µM*,14µM*,2.8µM*,29%[0.365 µM],?
CCOC(=O)/C=c1\s/c(=C\c2ccccc2OC)c(=O)n1CC(=O)N1CCOCC1,-13%,?,-3%,2%,-16%,-1%,4%,-5%,-1%,-32%,-6%
O=S(=O)(c1ccc(SCc2ccccc2)nc1)N1CCCCC1,1%,.,.,.,6%,-4%,4%,4%,0%,.,-5%
COc1ccc(Cl)cc1NC(=O)Nc1ccc(C(=O)N2CCCC2)cc1,21µM*,-3%,-7%,15%,?,3%,19%,-6%,20%,36%,11%
CCOc1ccccc1C1C(C(=O)OC)=CN(C)C=C1C(=O)OC,-1%,19%,-6%,-11%,4%,3%,0%,-3%,-1%,14%,-20%
O=C(Nc1cccnc1)c1ccc(NS(=O)(=O)c2cc([N+](=O)[O-])ccc2Cl)cc1,-6%,.,-10%,-12%,3%,10%,0%,-3%,-6%,4%,0%
O=C(NCc1ccccn1)C(F)(F)C(F)(F)C(=O)NCc1ccccn1,0%,0%,2%,-10%,-1%,0%,10%,-1%,-1%,-26%,4%
COc1ccc(C(C(=O)NC2CCCCC2)N(C(=O)c2ccco2)c2ccccc2C(C)=O)cc1 (configuration not stated),0%,4%,9%,2%,-11%,6%,-2%,-5%,0%,?,-6%
C/C=C/c1ccc(OCC(=O)Nc2cc(C(F)(F)F)ccc2N2CCOCC2)c(OC)c1,5%,-1%,-6%,-10%,-19%,0%,3%,4%,-8%,-2%,-1%
O=C(C1COc2ccccc2O1)N1CCN(c2ccccc2Cl)CC1 (configuration not stated),-10%,0%,?,3%,25%,-2%,1%,-4%,-9%,?,-2%
O=C(NP(=O)(N1CCCC1)N1CCCC1)C1=C(N2CCOCC2)/C(=C/c2cccc([N+](=O)[O-])c2)CC1,6%,20%,4%,11%,27%,0%,2%,1%,1%,-77%,1%
CC(C)Sc1nc2c([nH]c3ccccc32)c(=O)n1C,2%,2%,3%,7%,-43%,4%,4%,2%,7%,-4%,2%
O=C(O)c1cc(-c2ccc(/C=C3\NC(=O)N(c4ccc(Cl)cc4)C3=O)o2)ccc1Cl,19µM*,9%,3%,-3%,29%,20%,-1%,0%,-3%,-23%,7%
CN(Cc1cn[nH]c1-c1ccc(-c2ccccc2)cc1)CC1CCOCC1,?,-3%,-2%,-17%,?,-17%,16%,3%,5%,-11%,1%
C=CCN(Cc1ccc(OC)c(OC)c1)C(=O)c1cc2cc(F)ccc2[nH]1,0%,5%,-4%,12%,-58%,-5%,1%,-5%,2%,25%,1%
C/C(CC(=O)Nc1ccc(C)c(Cl)c1)=N\NC(=O)c1cccc(O)c1,-14%,4%,6%,-7%,-9%,1%,-5%,1%,-3%,-3%,12%
Cc1cc(NC(=O)c2cccc(C)c2[N+](=O)[O-])no1,-15%,-3%,28%,2%,18%,-2%,5%,5%,6%,35%[1.91 µM],.
Cc1cccc(C)c1OCC(=O)N/N=C/c1ccc2c(c1)OCO2,?,14%,-22%,-7%,-30%,-18%,-9%,0%,-26%,-25%,-3%
CN(Cc1c(F)cccc1Cl)C(=O)CNC(=O)c1cccs1,?,-8%,?,-29%,11µM*,-8%,?,?,4µM*,0%,0%
COc1ccccc1N1CCN(C2CCCN(Cc3ccccc3OCCO)C2)CC1 (configuration not stated),4%,2%,3%,0%,-25%,1%,3%,-10%,1%,-2%,.
COc1ccc(Nc2ncnc3sc(-c4ccccc4)cc23)c(OC)c1,19µM*,10%,-6%,-8%,-28%,-1%,-9%,1%,0%,7%,2%
Cc1nnc(SCC(=O)Nc2sc3c(c2C(=O)c2ccccc2)CCCC3)s1,2%,.,-15%,8%,-5%,0%,-3%,-1%,-3%,-7%[10 µM],3%
Cc1ccc(SC(C)C(=O)N2CCCC2)cc1 (configuration not stated),4%,-5%,-6%,25%,0%,0%,0%,-2%,-2%,-9%,4%
Fc1ccccc1-n1c(-c2ccc3ccccc3n2)n[nH]c1=S,?,21%,?,-9%,0%,1%,-2%,13%,0%,1.4µM*,-10%
CCOC(=O)Cn1cc(C#N)c2cccc(CC)c21,-2%,2%,-3%,3%,-2%,-7%,-7%,0%,-8%,5%,-1%
CC[C@H](C)NC(=O)CCCCCn1c(=S)[nH]c2c([nH]c3ccc(OC)cc32)c1=O,-1%,7%,3%,-4%,-18%,6%,-3%,18%,-1%,-11%,0%
Cn1c(SCC(=O)N2CCCC2)nnc1-c1ccc2c(c1)OCO2,3%,-4%,-12%,49%[activator],34%,-3%,6%,7%,0%,3%,17%
CN1CCN(C(=S)Nc2cccc(S(=O)(=O)N(C)C)c2)CC1,-2%,4%,6%[10 µM],3%,0%,4%,-1%,26%,-1%,26%,1%
CC(CCO)Nc1nc2c(c(=O)n(C)c(=O)n2C)n1Cc1cccc(Br)c1 (configuration not stated),4%,-4%,-4%,2%,-45%,0%,-6%,-1%,-4%,28%,-6%
O=C(Nc1nnc(S(=O)(=O)N2CCCCCC2)s1)c1ccccc1Cl,-21%&-13%,1%,-14%,-8%,18%,-5%,3%,2%,-6%,?,.
Cc1ccccc1-n1c(SCC(=O)NCC2CCCO2)nc2c([nH]c3ccccc32)c1=O (configuration not stated),0%,8%,-6%,8%,2%,18%,-5%,5%,-2%,1%,-24%
O=C1c2ccccc2C(=O)C12OC2c1cccc2ccccc12 (configuration not stated),-9%,25µM*,14µM*,9%,-26%,-2%,-4%,1%,-3%,?,-7%

An excerpt from above in order of number of heavy atoms, highest first:
molecule,FLuc modulator,MBNL1-CUG inh,VP16 counter,CXXC DNA block,BRCA1 expr act,uPA surface inh,Rab9 prom act,ELG1 genotoxic,NPC1 prom act,RORg inh,p53 reactivator
O=C(O)c1cc(-c2ccc(/C=C3\NC(=O)N(c4ccc(Cl)cc4)C3=O)o2)ccc1Cl,19µM*,9%,3%,-3%,29%,20%,-1%,0%,-3%,-23%,7%
C=CCN(Cc1ccc(OC)c(OC)c1)C(=O)c1cc2cc(F)ccc2[nH]1,0%,5%,-4%,12%,-58%,-5%,1%,-5%,2%,25%,1%
Cn1c(SCC(=O)N2CCCC2)nnc1-c1ccc2c(c1)OCO2,3%,-4%,-12%,49%[activator],34%,-3%,6%,7%,0%,3%,17%
O=S(=O)(c1ccc(SCc2ccccc2)nc1)N1CCCCC1,1%,.,.,.,6%,-4%,4%,4%,0%,.,-5%

Three of these compounds, set out differently:
COc1ccccc1N1CCN(C2CCCN(Cc3ccccc3OCCO)C2)CC1 (configuration not stated)
  FLuc modulator: 4%
  MBNL1-CUG inh: 2%
  VP16 counter: 3%
  CXXC DNA block: 0%
  BRCA1 expr act: -25%
  uPA surface inh: 1%
  Rab9 prom act: 3%
  ELG1 genotoxic: -10%
  NPC1 prom act: 1%
  RORg inh: -2%
  p53 reactivator: .
COc1ccc(Nc2ncnc3sc(-c4ccccc4)cc23)c(OC)c1
  FLuc modulator: 19µM*
  MBNL1-CUG inh: 10%
  VP16 counter: -6%
  CXXC DNA block: -8%
  BRCA1 expr act: -28%
  uPA surface inh: -1%
  Rab9 prom act: -9%
  ELG1 genotoxic: 1%
  NPC1 prom act: 0%
  RORg inh: 7%
  p53 reactivator: 2%
Cc1nnc(SCC(=O)Nc2sc3c(c2C(=O)c2ccccc2)CCCC3)s1
  FLuc modulator: 2%
  MBNL1-CUG inh: .
  VP16 counter: -15%
  CXXC DNA block: 8%
  BRCA1 expr act: -5%
  uPA surface inh: 0%
  Rab9 prom act: -3%
  ELG1 genotoxic: -1%
  NPC1 prom act: -3%
  RORg inh: -7%[10 µM]
  p53 reactivator: 3%
